Assay outcomes: PubChem BioAssay, several laboratories
S1P4 antag: blocks the human S1P4 receptor; O95977; S1P4-expressing cells, antagonist mode, reporter read-out; inhibition, % at 4.98 µM; 220,000 tested, 0.26% active; AID 1510; in the data active = inhibition above about 29%;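 also: 0% = wells stimulated with agonist and 100% = vehicle wells without agonist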
Target sequence (O95977 whole entry, looked up): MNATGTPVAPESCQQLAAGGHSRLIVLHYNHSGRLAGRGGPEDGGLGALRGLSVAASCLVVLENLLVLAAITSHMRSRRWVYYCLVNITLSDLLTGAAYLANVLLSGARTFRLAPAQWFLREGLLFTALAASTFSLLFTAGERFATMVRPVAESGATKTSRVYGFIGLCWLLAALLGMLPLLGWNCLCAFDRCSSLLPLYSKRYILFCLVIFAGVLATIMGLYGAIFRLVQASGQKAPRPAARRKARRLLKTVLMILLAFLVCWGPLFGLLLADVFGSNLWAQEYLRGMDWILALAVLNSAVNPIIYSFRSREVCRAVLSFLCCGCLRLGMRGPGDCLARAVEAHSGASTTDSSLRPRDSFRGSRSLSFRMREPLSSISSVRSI
BaF3 tox: counter-screen for JAK2V617F inhibitors: parental Ba/F3 viability inhibitors; CellTiter-Glo ATP luminescence; inhibition, % at 5.6 µM; AID 1486; 220,000 tested, 1.1% active;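 active = inhibition above a per-campaign cutoff, the mean inhibition of all tested compounds plus 3 SD, cut at about 27% in these data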;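 also: 0% = DMSO wells and 100% = JAK Inhibitor I control wells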
NPY2 pot ag: potentiators or agonists of human neuropeptide Y receptor Y2 | P49146 | 220,000 tested, 0.45% active | activation, % at 3.6 µM | cells expressing NPY-Y2, potentiator/agonist read-out; in the data active = activation above about 27%;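 also: cells stimulated with NPY near EC25 plus isoproterenol at EC100; 0% = vehicle plus submaximal agonist and 100% = vehicle plus saturating agonist; some results beyond the cut were filed as inactive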
Target sequence (P49146 whole entry, looked up): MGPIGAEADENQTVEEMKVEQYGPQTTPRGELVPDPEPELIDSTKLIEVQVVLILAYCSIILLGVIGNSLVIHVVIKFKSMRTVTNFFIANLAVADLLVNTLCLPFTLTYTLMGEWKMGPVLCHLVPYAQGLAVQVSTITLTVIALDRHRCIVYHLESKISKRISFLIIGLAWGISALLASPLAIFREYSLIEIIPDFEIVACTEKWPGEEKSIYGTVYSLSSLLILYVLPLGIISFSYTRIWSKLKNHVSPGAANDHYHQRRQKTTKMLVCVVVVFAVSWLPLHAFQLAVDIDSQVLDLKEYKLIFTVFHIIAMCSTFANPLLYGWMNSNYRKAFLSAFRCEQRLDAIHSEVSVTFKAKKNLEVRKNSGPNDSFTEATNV
CHOP inhibitor: CHOP inhibition in unfolded protein response | CHO-K1 CHOP-promoter luciferase, tunicamycin-induced, 15-18 h | inhibition, % at 10 µM | 220,000 tested, 3.8% active | AID 2732;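 active = compounds that reduced the stress-induced luciferase reporter signal by more than about 70% of percent inhibition, limit read from the data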;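 also: 0% = tunicamycin plus vehicle and 100% = wells without tunicamycin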
NPY-Y1 PAM-ag: human NPY-Y1 potentiation or agonism, primary screen; P25929; NPY-Y1 expressing cells, potentiator/agonist activation; activation, % at 3.6 µM; 220,000 tested, 0.37% active; AID 1304; in the data active = activation above about 33%, passing the limit was not always enough;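 also: cells stimulated with NPY at EC10 then isoproterenol at EC100; 0% = low agonist plus stimulus and 100% = saturating agonist plus stimulus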
p47phox inh: p47phox (human) inhibition | P14598 | p47phox/p22phox peptide binding, fluorescence polarization, 2 h | inhibition, % at 24.7 µM | 220,000 tested, 0.53% active;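 active = inhibition above about 30%, limit read from the data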;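 also: 0% = p47phox with labelled peptide and 100% = labelled peptide alone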
S1P4 agonist: agonists of human S1P4 receptor; O95977; S1P4-expressing cell line, agonist reporter assay; activation, % at 4.98 µM; 220,000 tested, 0.35% active; AID 1509; in the data active = activation above about 11%;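 also: 0% = DMSO vehicle and 100% = reference agonist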
Ba/F3 V617F tox: loss of viability in JAK2V617F-driven Ba/F3 cells. AID 1446. 220,000 tested, 1.1% active. inhibition, % at 5.6 µM. Ba/F3 EpoR-JAK2V617F viability, ATP luminescence;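 active = inhibition above the campaign mean plus 3 SD over all tested compounds, cut at about 24% in these data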;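 also: cytokine-independent growth of Ba/F3 cells driven by EpoR plus mutant JAK2; 0% = DMSO-treated cells and 100% = JAK inhibitor I control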
NPY-Y1 antag: NPY-Y1 (human) receptor antagonism; AID 1040; inhibition, % at 3.6 µM; HEK293-CNG Y1 cells, membrane potential fluorescence; NPY at EC95, then isoproterenol; P25929; 200,000 tested, 1% active;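 active = inhibition above the campaign mean inhibition of all tested compounds plus 3 SD, cut at about 20% in these data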;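 also: 0% = DMSO wells given NPY plus isoproterenol and 100% = isoproterenol alone without NPY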
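Test system: HEK293 cells co-expressing NPY Y1 receptor and cyclic-nucleotide gated channel; Also added: NPY (25 nM), isoproterenol (1 µM), Ro 20-1724 (25 µM); Compound dosing: one concentration, 3.6 µM, in 0.4% DMSO; Timing: dye 3 h, compound 60 min room temperature, stimulation 45 min; Technique: Membrane-potential fluorescent dye readout.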
Active calls of the source: *; . = no result given; + = active, no number.

SMILES	S1P4 antag	BaF3 tox	NPY2 pot ag	CHOP inhibitor	NPY-Y1 PAM-ag	p47phox inh	S1P4 agonist	Ba/F3 V617F tox	NPY-Y1 antag
O=C(Cc1csc(N2CCOCC2)n1)N/N=C/c1ccc(O)c(O)c1O	-3	5	7	13	-5	2	-0.9	1	-2
CCOC(=O)C1=C(C)OC(N)=C(C#N)C1c1cc2c(cc1Br)OCO2 (centres undefined)	9	5	18	17	-13	-5	1.0	0	-7
Cc1cc(N2CCN(S(=O)(=O)c3ccc(Cl)c(Cl)c3)CC2)c2ccccc2n1	-15	4	-30	30	-61	3	-1.1	3	18
COc1cc(C2CC(=O)NC(SCC(=O)Nc3ccccc3C)=C2C#N)ccc1O (centres undefined)	3	8	18	35	2	-12	0.6	1	-1
O=C(O)C1CCC(Cn2c(SCc3cc(=O)n4cc(Cl)ccc4n3)nc3ccsc3c2=O)CC1 (centres undefined)	-6	10	-18	24	-12	-11	1.2	3	8
COc1cc(CNC2CCCCCC2)cc(OC)c1	-38	6	16	32	-5	-3	-1.0	-2	4
C=CCOc1ccc2ccccc2c1CNCCCN1CCOCC1	-3	2	-18	6	-19	-52	0.6	-2	21*
O=C(OCC(=O)c1ccc(S(=O)(=O)N2CCCC2)cc1)C1=COCCO1	-19	0	-8	-37	3	+	-0.5	2	3
Oc1ccc(N2CCN(C(c3ccccn3)c3nnnn3C3CCCC3)CC2)cc1 (centres undefined)	-9	12	2	15	0	14	1.8	3	1
Cc1cc(N(CN2CCCC2=O)C(=O)c2ccc(OC(C)C)cc2)no1	-16	3	10	-9	21	-6	0.8	0	1
C/C(=N\Nc1ccc([N+](=O)[O-])cc1)c1ccc2c(c1)OCO2	-7	1	-1	35	27	.	-0.1	-1	0
CCN(CC)S(=O)(=O)c1ccc(NN)nc1	4	13	-15	0	-4	-9	1.2	-1	0
COC(=O)c1[nH]c2ccc(C)cc2c1NC(=O)Nc1ccccc1OC	-1	6	-19	-70	-1	0	-1.9	1	-3
CN(C(=O)CSc1nc(N)c2c3c(sc2n1)CSC(C)(C)C3)c1ccccc1	-14	7	-4	28	8	-32	2.0	0	3
COc1cc(S(=O)(=O)N2CCC(c3nc4ccccc4s3)CC2)ccc1S(=O)(=O)NC1CCCC1	-11	2	-1	36	-5	-13	-0.7	-4	2
Cc1ccccc1OCCCCn1c(CO)nc2ccccc21	5	-2	-2	49	17	2	0.8	-4	-4
COc1cccc(NC(=S)NCc2ccco2)c1	-20	6	6	14	-16	-2	1.5	0	11
CC1=CC(C)(C)n2c(O)c(N=N)c3c(C)c(C)cc1c32	-6	3	-60	98*	-57	2	-0.1	-5	.
COc1cccc(COc2ccccc2C2Nc3ccc(Br)cc3C(=O)N2NC(=O)c2ccncc2)c1 (centres undefined)	3	6	-3	56	-2	0	-1.1	0	0
CC(=O)c1cccc(NC(=O)/C(=C\c2cccnc2)NC(=O)c2ccco2)c1	-32	5	5	13	-7	1	-1.1	5	3
Cc1nnc(Sc2nc3c(c(=O)n(C)c(=O)n3C)n2Cc2ccccc2Cl)s1	2	1	7	.	-21	.	2.7	-1	2
O=[N+]([O-])c1cccc(C2=NC(c3ccccc3)CO2)c1 (centres undefined)	-13	2	3	-8	-20	4	0.1	1	5
CCCCn1c(SCC2CCCO2)nc2cc(S(N)(=O)=O)ccc21 (centres undefined)	-5	6	-3	34	4	-18	-2.8	-1	2
Cc1cccc(C)c1OCC(O)CN1CCC(CN2C(=O)c3cccc4cccc(c34)C2=O)CC1 (centres undefined)	-7	14	11	79*	-6	-8	0.5	9	2
COc1cccc(C2NC(=O)NC(C)=C2C(=O)Nc2ccc(C)cc2)c1 (centres undefined)	1	0	-2	-5	18	-12	2.1	-4	3
Cc1cc(=O)[nH]c(N)n1	7	0	13	5	5	-4	-0.9	-1	.
COc1cc(OC)cc(-c2cn[nH]c2N)c1	3	6	4	0	-3	-15	-1.3	3	1
CCC(C)Sc1cc(C(F)(F)F)c(C(=O)Nc2ccc(Cl)cc2)cn1 (centres undefined)	-20	-1	-23	32	-22	-11	1.1	-1	.
CCOC(=O)c1nn(-c2ccc(F)cc2)c2nc(CC(C)C)c(C#N)c(=O)n12	-18	2	-11	28	-20	-10	3.1	0	-2
CN(CC1COCCO1)c1nc2nonc2nc1N1CCSCC1 (centres undefined)	-34	6	-11	-3	-9	5	-1.5	5	0
CCOc1ccc(Cn2c3ccc(OC)cc3c3nc4ccccc4nc32)cc1	-18	3	8	106*	-2	44*	-0.6	-2	8
CCCC[n+]1ccn(-c2nc3ccccc3nc2[N-]S(=O)(=O)c2ccccc2)c1	-7	0	1	19	21	-15	-2.4	-4	0
C=C(C)n1c(=O)[nH]c2ccccc21	-21	3	-7	-13	3	-5	0.5	2	2
CCOC(=O)c1nnn(-c2ccc(OC)cc2)c1N	-27	7	2	34	23	5	1.4	0	0
Cc1ccc(NC2=C(Cl)C(=O)OC2OC(C)C)cc1 (centres undefined)	-8	2	2	10	-5	0	2.2	-1	1
O=C(CSCc1ccccc1Br)N/N=C/c1ccc2c(c1)OCO2	8	-3	-12	46	-25	-14	0.2	-3	7
CCOc1ccc(NC(=O)C2CCCN2C(=O)OCc2ccccc2)cc1 (centres undefined)	9	9	2	16	3	-1	0.8	4	3
Cc1ccsc1C(=O)OCC(=O)c1cc(C)n(CC2CCCO2)c1C (centres undefined)	-3	6	4	78*	-4	-9	-0.8	4	5
O=C1ON=C(c2ccc(Cl)cc2)/C1=C/c1ccc(O)cc1	21	7	-7	-45	5	-3	-0.4	2	6
C/C(=N\NC(=O)c1ccc(NS(=O)(=O)c2cccs2)cc1)c1ccc2ccccc2c1	-1	-3	4	-10	-23	-18	0.8	-5	3
Cc1ccc(Cn2nc(C)c(NC(=O)c3noc4c3CCCCC4)c2C)cc1	-7	6	1	41	15	-10	0.3	-1	1
CCCC(=O)NC(c1ccc(OCC)cc1)c1ccc(OC)c(OC)c1 (centres undefined)	9	-10	-10	-1	-2	3	0.2	1	.
O=S(=O)(NC1CC2CCC1C2)c1ccc2c(c1)OCCO2 (centres undefined)	-51	3	11	8	9	-6	1.1	2	5
CCOc1ccc(C(=O)NC2CCN(S(=O)(=O)CC)CC2)cc1	-1	0	11	8	11	5	-0.4	-3	-1
Nc1cc(-c2ccco2)no1	-2	0	10	30	-3	-24	0.9	-3	4

Profiles from above. Order of values: S1P4 antag	BaF3 tox	NPY2 pot ag	CHOP inhibitor	NPY-Y1 PAM-ag	p47phox inh	S1P4 agonist	Ba/F3 V617F tox	NPY-Y1 antag
Cc1ccsc1C(=O)OCC(=O)c1cc(C)n(CC2CCCO2)c1C (centres undefined) in the list: -3	6	4	78*	-4	-9	-0.8	4	5
Nc1cc(-c2ccco2)no1 in the list: -2	0	10	30	-3	-24	0.9	-3	4
C=C(C)n1c(=O)[nH]c2ccccc21 in the list: -21	3	-7	-13	3	-5	0.5	2	2
C/C(=N\NC(=O)c1ccc(NS(=O)(=O)c2cccs2)cc1)c1ccc2ccccc2c1 in the list: -1	-3	4	-10	-23	-18	0.8	-5	3
CCCC[n+]1ccn(-c2nc3ccccc3nc2[N-]S(=O)(=O)c2ccccc2)c1 in the list: -7	0	1	19	21	-15	-2.4	-4	0

Other compounds
SMILES	S1P4 antag	BaF3 tox	NPY2 pot ag	CHOP inhibitor	NPY-Y1 PAM-ag	p47phox inh	S1P4 agonist	Ba/F3 V617F tox	NPY-Y1 antag
Cn1cc(S(=O)(=O)N2CCN(c3ccccc3)CC2)c(=O)n(C)c1=O	-9	1	-2	54	7	-4	2.2	-5	-4
CCOc1cc(N2CCOCC2)c(OCC)cc1NC(=O)COC(=O)c1cc(C)cc(C)c1	-20	2	-7	14	-31	7	-2.8	0	10
CC(NC(=O)/C(=C\c1ccco1)NC(=O)c1ccccc1Br)C(=O)O (centres undefined)	-6	5	6	2	12	-5	0.0	0	2
Cc1nn(C(=O)c2ccco2)c(C)c1Sc1ccc(Br)cc1	-6	4	9	21	9	-7	-1.3	-1	1
CCCc1cc(Nc2ccccc2OCC)n2ncnc2n1	8	3	2	-5	9	-21	-0.1	-3	7
CCOC(=O)c1nnn(CC(=O)Nc2cc(Cl)ccc2C)c1C(=O)OCC	-3	5	9	55	12	-4	1.5	-1	-9
O=C(CCCn1c(=S)[nH]c2ccc(Br)cc2c1=O)NCC1CCCO1 (centres undefined)	-9	4	-7	7	-14	-6	-5.3	3	-2
O=C(/C=C/c1ccc([N+](=O)[O-])cc1)OCc1cnc(-c2ccccc2)o1	-2	3	-2	-10	11	-1	0.7	0	6
O=S(=O)(Nc1nc2c(s1)CCCC2)c1ccc(F)cc1	-12	7	5	42	2	-1	1.1	1	-2
COc1cc(OC)cc(C(=O)Nc2ccc([N+](=O)[O-])cn2)c1	5	3	-2	-29	-3	20	-1.8	-3	1
CCCSC(=S)c1c(C)[nH]n(-c2ccccc2)c1=O	3	-1	6	-6	14	-5	-1.4	-4	.
Cn1cccc1C(C#N)c1ccccc1C#N (centres undefined)	7	-3	1	-7	0	-8	0.9	-1	1
C=CCSc1nnnn1-c1ccc(OC)cc1	-23	1	4	17	7	-4	0.8	-3	7
COCCOC(=O)C1=C(C)Nc2ncnn2C1c1ccc(F)cc1 (centres undefined)	-6	-1	11	45	23	-7	2.3	-4	-2
CC(=O)Nc1ccc(N2CCCCC2)cc1	5	-1	9	8	9	-4	-0.3	1	5
Cc1cc(C)cc(NC(=S)NN)c1	2	3	-12	-14	7	-10	0.5	3	-1
CCn1cc(-c2cc(C(=O)O)c3ccccc3n2)cn1	-4	14	9	11	18	4	-0.4	7	-4
Cc1nnc(NC(=O)c2c(F)cccc2F)s1	-10	-1	1	25	7	0	-1.5	-6	-1
Cc1ccc(NC(=O)c2ccc(-n3cccn3)nc2)cc1	-24	0	8	-4	19	1	1.9	-5	-1
COc1cccc(NC(=O)C(c2ccccc2)N2CCCCC2)c1 (centres undefined)	1	2	-1	-4	9	-8	0.5	-3	11
Cc1ccc(CNC(=O)CSc2ncccn2)cc1	-1	-2	-6	-30	-19	-6	1.2	-5	3
COc1ccc(/C(O)=C2/C(=O)C(=O)N(c3ccccn3)C2c2ccc(OC)c(OC)c2)cc1 (centres undefined)	6	-2	5	7	-3	3	0.3	1	.
CCN(CC)C(=O)C1CCCc2c1[nH]c1ccc(Cl)cc21 (centres undefined)	3	3	-14	.	25	.	1.5	0	-3
COc1ccc(OC)c(NC(=O)CC(NC(C)=O)c2ccccc2)c1 (centres undefined)	-3	3	8	2	10	-8	0.1	-1	0
CCC(=O)Nc1ccc(C(=O)Nc2cc(C)on2)cc1	-17	3	-20	32	13	-51	-3.4	-3	-4
COc1cccc(NC(=O)COc2ccc3c(c2)CCC3)c1	-24	0	-10	6	0	-10	0.4	-6	14
CCOCCCNC(=O)C(c1ccc(OC)cc1)N(Cc1ccc2c(c1)OCO2)C(=O)CNC(C)=O (centres undefined)	-10	3	-2	-3	2	-12	-0.1	2	10
Cc1ccc(-n2c3nc(=O)[nH]c(=O)c-3cc3cc([N+](=O)[O-])ccc32)cc1C	2	6	-6	24	2	-27	0.1	-1	1
CC(C)CCN(C)c1ccc(/C=N/n2cnnc2)cc1	-1	2	6	57	-31	-17	-0.1	-2	1
O=C1CCC(c2ccccc2)=NN1Cc1c(F)cccc1Cl	-11	4	-4	21	-16	-2	0.8	3	3

Rows are unselected; about 7.1% have a hit in one of these screens.
